Bioassay records: PubChem, NCI
All columns: NCI-60 one-dose screen, growth in % after 48 h at 10 µM unless noted; 100 = growth as untreated, 0 = no growth, -100 = all killed.
SNB-75 = SNB-75 CNS cancer | hit rate 5% among 79,000 | AID 1794750
SNB-19 = SNB-19 CNS cancer cells. hit rate 2.5% among 81,000. AID 1794751
U251 = U251 CNS tumor cells; hit rate 5.4% among 80,000
SF-268 = SF-268 CNS cancer cells; hit rate 3.1% among 82,000; AID 1794759
NCI-H23 = NCI-H23 lung cancer; hit rate 4% among 80,000
CAKI-1 = CAKI-1 renal cancer. hit rate 4.7% among 75,000. AID 1794772
A498 = A498 renal cancer cells; hit rate 5.4% among 76,000
SF-295 = SF-295 CNS cancer cells; hit rate 5.6% among 79,000
SF-539 = SF-539 CNS cancer | hit rate 6.8% among 81,000 | AID 1794752
* hit, by the source's call; x = no result given; & = joins results of further samples; ! = repeats disagree. How the source made its calls: active means growth percent below 10; inactive means the rest. An excerpt; count on the stated rates, not on these rows.

| no. | Molecule | NCI-H23 | SF-268 | SF-539 | SNB-19 | SF-295 | SNB-75 | CAKI-1 | U251 | A498 |
| --- | --- | --- | --- | --- | --- | --- | --- | --- | --- | --- |
| 1 | CCOc1ccc2c(c1)CCNC2C (stereo not drawn) | 109 | 98 | 101 | 104 | 100 | 100 | 101 | 103 | 119 |
| 2 | C[C@H](c1ccccc1Cl)n1cc(C(N)=O)nn1 | 99 | 103 | 98 | 96 | 98 | 93 | 91 | 101 | 119 |
| 3 | CC(CC(C(N)=O)(c1ccccc1)c1ccccc1)N(C)C (stereo not drawn) | 108 | 93 | 86 | 109 | 99 | 76 | 95 | 113 | 119 |
| 4 | CCc1cccc(CC)c1NC(=NCCN1CC1)Nc1c(CC)cccc1CC | 70 | 65 | 88 | 82 | 69 | 109 | 53 | 62 | 69 |
| 5 | CC(=O)Cc1ccc(Cl)cc1 | 92 | 100 | 96 | 96 | 100 | 81 | 89 | 94 | 105 |
| 6 | O=c1cc2n(-c3ccccc3)nc(-c3ccccc3)nc-2cc1N1CC1 | 93 | 85 | 91 | 84 | 98 | 97 | 91 | 93 | 72 |
| 7 | CC(C)CC(C)OP(=S)(S)OC(C)CC(C)C (stereo not drawn) | 109 | 105 | 106 | 97 | 101 | 89 | 95 | 90 | x |
| 8 | CN1C2CCC1[C@@H](COC(=O)c1ccccc1)[C@@H](O)C2 (stereo partly drawn) | 108 | 108 | 103 | 102 | 112 | 84 | 122 | 103 | 144 |
| 9 | C1CC[C@@H]2NCCC[C@H]2C1 | 99 | 104 | 98 | 111 | 94 | 107 | 98 | 92 | 107 |
| 10 | CC(C#N)N1CCN(c2ccc(Cl)cc2)CC1 (stereo not drawn) | 95 | 110 | 97 | 88 | 95 | x | 89 | 96 | 96 |
| 11 | O=C1C2C3CCC(O3)C2C(=O)N1CCO (stereo not drawn) | 102 | 108 | 99 | 106 | 106 | 81 | 110 | 104 | 108 |
| 12 | COc1cc2c(c(OC)c1OC)-c1ccc(O)cc1[C@@H](NC(C)=O)CC2 | 14&38 | 21&19 | -2.8* | 26&28 | -23* | 15&13 | -5.9*! | 18&22 | -13* |
| 13 | OCCNC1CCCCC1 | 108 | 102 | 103 | 105 | 111 | 96 | 102 | 106 | 93 |
| 14 | C1CCC2CNCC2C1 (stereo not drawn) | 103 | 100 | 112 | 112 | 107 | 122 | 91 | 98 | 102 |
| 15 | CCC1CN1P(=O)(N1CCCC1)N1CC1CC (stereo not drawn) | 105 | 108 | 96 | 100 | 94 | 90 | 97 | 98 | x |
| 16 | O=C(NCCCO)c1cn(Cc2ccccc2)c2ccc(OCCCO)cc12 | 98 | 93 | 95 | 100 | 102 | 96 | 84 | 94 | 47 |
| 17 | COc1cccc(C=C2C(=O)NC(=S)NC2=O)c1O | 102 | 111 | 103 | 98 | x | 88 | x | 96 | 83 |
| 18 | [O]=[Sn]([CH]1CCCCC1)[CH]1CCCCC1 | -93* | -99* | -93* | -84* | -86* | -100* | -93* | -85* | -98* |
| 19 | COc1ccc(C(=O)c2sc3nc4c(cc3c2N)N2CCC4CC2)cc1OC | 93 | 105 | x | 108 | 89 | 84 | 80 | 85 | 116 |
| 20 | C[C@]12CC[C@H]3[C@@H](C[C@@H]4SC(c5ccc(F)cc5)=N[C@@]45CC(=O)CC[C@]35C)[C@@H]1CCC2=O | 102 | 96 | 99 | 106 | 111 | 105 | 99 | 105 | x |
| 21 | COc1cc(NC(=O)CN(CCCl)CCCl)cc(OC)c1OC | 94 | 91 | 73 | 100 | 98 | 69 | 43 | 70 | 117 |
| 22 | C=CC(=O)NC(O)C(Cl)(Cl)Cl (stereo not drawn) | 105 | 104 | 102 | 105 | 96 | 100 | 94 | 102 | 120 |
| 23 | CC1(C)N=C(N)N=C(N)N1c1ccc(CCCC(=O)Nc2ccccc2S(=O)(=O)F)cc1 | 111 | 102 | 107 | 102 | x | 85 | 90 | 99 | 108 |
| 24 | Nc1cccc2ccccc12 | 94 | 89 | 88 | 107 | 79 | 94 | x | 96 | 94 |
| 25 | C#CC(O)(CC)CC | 96 | 94 | 100 | 106 | 104 | 101 | 104 | 98 | 108 |
| 26 | CCCOC(=O)CCl | 93 | 96 | 105 | 101 | 95 | 90 | 90 | 99 | 85 |
| 27 | C1CC2NCCC3NCCC(N1)N32 (stereo not drawn) | 105 | 96 | 122 | 96 | 93 | 91 | 81 | 97 | 103 |
| 28 | CN(C)C(OCCCC(=O)O)C(Cl)(Cl)Cl (stereo not drawn) | 107 | 109 | 100 | 96 | x | 68 | 109 | x | 96 |
| 29 | C=CCC1(C(C)CCC)C(=O)NC(=S)N(C)C1=O (stereo not drawn) | 92 | 97 | 97 | 100 | 101 | 97 | 96 | 91 | 110 |
| 30 | CC12CCC3C(C=CC45CC(O)CCC34C5)C1CCC2OC1CCCCO1 (stereo not drawn) | 109 | 121 | 109 | 92 | x | 90 | x | 94 | 91 |

Twelve entries already listed, ordered by molar mass, lowest first.
| no. | Molecule | NCI-H23 | SF-268 | SF-539 | SNB-19 | SF-295 | SNB-75 | CAKI-1 | U251 | A498 |
| --- | --- | --- | --- | --- | --- | --- | --- | --- | --- | --- |
| 25 | C#CC(O)(CC)CC | 96 | 94 | 100 | 106 | 104 | 101 | 104 | 98 | 108 |
| 27 | C1CC2NCCC3NCCC(N1)N32 (stereo not drawn) | 105 | 96 | 122 | 96 | 93 | 91 | 81 | 97 | 103 |
| 22 | C=CC(=O)NC(O)C(Cl)(Cl)Cl (stereo not drawn) | 105 | 104 | 102 | 105 | 96 | 100 | 94 | 102 | 120 |
| 29 | C=CCC1(C(C)CCC)C(=O)NC(=S)N(C)C1=O (stereo not drawn) | 92 | 97 | 97 | 100 | 101 | 97 | 96 | 91 | 110 |
| 28 | CN(C)C(OCCCC(=O)O)C(Cl)(Cl)Cl (stereo not drawn) | 107 | 109 | 100 | 96 | x | 68 | 109 | x | 96 |
| 18 | [O]=[Sn]([CH]1CCCCC1)[CH]1CCCCC1 | -93* | -99* | -93* | -84* | -86* | -100* | -93* | -85* | -98* |
| 21 | COc1cc(NC(=O)CN(CCCl)CCCl)cc(OC)c1OC | 94 | 91 | 73 | 100 | 98 | 69 | 43 | 70 | 117 |
| 30 | CC12CCC3C(C=CC45CC(O)CCC34C5)C1CCC2OC1CCCCO1 (stereo not drawn) | 109 | 121 | 109 | 92 | x | 90 | x | 94 | 91 |
| 16 | O=C(NCCCO)c1cn(Cc2ccccc2)c2ccc(OCCCO)cc12 | 98 | 93 | 95 | 100 | 102 | 96 | 84 | 94 | 47 |
| 19 | COc1ccc(C(=O)c2sc3nc4c(cc3c2N)N2CCC4CC2)cc1OC | 93 | 105 | x | 108 | 89 | 84 | 80 | 85 | 116 |
| 20 | C[C@]12CC[C@H]3[C@@H](C[C@@H]4SC(c5ccc(F)cc5)=N[C@@]45CC(=O)CC[C@]35C)[C@@H]1CCC2=O | 102 | 96 | 99 | 106 | 111 | 105 | 99 | 105 | x |
| 23 | CC1(C)N=C(N)N=C(N)N1c1ccc(CCCC(=O)Nc2ccccc2S(=O)(=O)F)cc1 | 111 | 102 | 107 | 102 | x | 85 | 90 | 99 | 108 |
